High-throughput results: PubChem BioAssay, The Scripps Research Institute Molecular Screening Center
M1 PAM parental: counter-screen for M1 PAMs: effect in parental CHO-K1 cells. ATP EC20, Fluo-8 calcium fluorescence; 0% at ATP EC20, 100% at ATP max. activation, % at 3 µM. 360,000 compounds, 0.02% hits. AID 602247;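 active means activation above the run cutoff, the mean activation of all test compounds plus 3 SD, cut at about 40% in these data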;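 further: peak over basal fluorescence ratio in a 140 s read after ATP addition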
TAAR1 antag: human TAAR1 antagonism. CHO RD-HGA16 TAAR1, Fluo-8 calcium fluorescence, antagonist. 360,000 compounds, 1.5% hits. Q96RJ0. inhibition, % at 3 µM;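 active means inhibition above a per-plate cutoff, the mean inhibition of test compounds on that plate plus 3 SD, cut at about 49% in these data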;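 further: 0% = DMSO plus EC80 beta-PEA response and 100% = DMSO alone without agonist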
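Material: RD-HGA16 CHO cells with stable hTAAR1 and Gα16; Dosing: single nominal final test compound concentration of 3 µM; Schedule: seeding 17-24 h prior, 75-min 37 °C, 30-min RT dye loading; Detection: kinetic Fluo-8 calcium fluorescence measurement; Measure: % inhibition from peak post-agonist over basal fluorescence ratio; Benchmarks: vehicle and agonist controls.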
CHO-K1 Ca antag: M1 antagonist counterscreen hit in parental CHO-K1 cells; 360,000 compounds, 0.6% hits; ATP-induced calcium, Fluo-8 fluorescence; inhibition, % at 3 µM;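 active means inhibition above a per-plate cutoff, the plate's mean sample inhibition plus 3 SD, cut at about 24% in these data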;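 further: 0% = DMSO plus EC80 ATP and 100% = DMSO alone without ATP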
M1 ag parental: M1 agonist counterscreen hit in parental CHO-K1 cells | AID 602248 | Fluo-8 calcium fluorescence; scaled to maximal ATP response, vehicle zero | 360,000 compounds, 0.48% hits | activation, % at 3 µM; in the data active means activation above about 15%;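 further: untransfected CHO-K1 host cells lacking M1 receptor as counterscreen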
TAAR1 agonist: human TAAR1 agonism | Q96RJ0 | CHO RD-HGA16 TAAR1, Fluo-8 calcium fluorescence; vehicle wells 0%, saturating PEA agonist 100% | activation, % at 3 µM | 360,000 compounds, 0.99% hits;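 active means activation above the mean activation of all test compounds in the run plus 3 SD, cut at about 38% in these data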
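Signal – calcium-sensitive Fluo-8 signal, excitation 470-495, emission 515-575 nm · System – RD-HGA16 (CHO) cells co-expressing Gα16 and hTAAR1 · Incubation – 17-24 h seeding, 75 min 37 °C dye, 30 min RT · Compound dosing – 3 µM single concentration · Repeats – no replicates (n 1)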
V1aR counter: V1a receptor agonism, counter-screen for OXTR agonists; activation, % at 3 µM; CHO-V1R cells, Fluo-8 calcium fluorescence, agonist mode; 0% DMSO, 100% 3 nM vasopressin; AID 2797; 320,000 compounds, 0.25% hits;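 active means activation above the mean activation of all tested compounds plus 3 SD, per screening run, cut at about 20% in these data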;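 further: signal is peak over basal fluorescence ratio across a 100 second FLIPR read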
Target sequence (P37288 whole entry, looked up): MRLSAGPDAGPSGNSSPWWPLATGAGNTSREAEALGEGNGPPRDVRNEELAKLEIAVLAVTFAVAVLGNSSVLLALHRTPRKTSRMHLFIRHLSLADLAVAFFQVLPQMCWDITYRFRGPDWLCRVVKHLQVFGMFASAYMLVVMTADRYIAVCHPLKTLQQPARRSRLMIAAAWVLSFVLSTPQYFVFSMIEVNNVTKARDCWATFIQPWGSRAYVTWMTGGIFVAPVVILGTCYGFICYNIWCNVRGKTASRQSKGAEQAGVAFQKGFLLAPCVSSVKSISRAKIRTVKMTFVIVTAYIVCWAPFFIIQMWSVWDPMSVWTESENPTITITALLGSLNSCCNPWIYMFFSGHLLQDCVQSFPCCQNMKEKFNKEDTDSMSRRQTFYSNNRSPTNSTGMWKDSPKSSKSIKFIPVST
CHO parental Ca: signal in parental CHO cells, OX1R antagonist counter-screen; inhibition, % at 5.6 µM; parental CHO-K1, ATP-induced calcium, Fluo-8 fluorescence; AID 463079; 330,000 compounds, 0.63% hits;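 active means inhibition above that plate's mean sample inhibition plus 3 SD, cut at about 26% in these data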;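 further: 0% = ATP-challenged DMSO wells and 100% = DMSO wells without ATP; some compounds past the cut are filed as inactive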
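Material: Parental CHO cells | Reagent: ATP | Compound dosing: Single nominal dose of 5.6 µM per compound | Detection: Intracellular calcium via Fluo-8 no-wash fluorescent dye | Read-out: % inhibition of ATP-induced calcium mobilization | Benchmarks: Low control ATP plus DMSO, high control DMSO only | Replicates: Singlicate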
M1 ag: human M1 muscarinic receptor agonism; P11229; activation, % at 3 µM; 360,000 compounds, 0.33% hits; AID 588814; CHO-K1 hM1, Fluo-8 calcium fluorescence, agonist mode; 0% DMSO, 100% acetylcholine EC100;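 active means activation above the run's mean compound activation plus 3 SD, cut at about 16% in these data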;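 further: peak over basal fluorescence ratio within a 140 s kinetic read after compound addition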
Target sequence (P11229 whole entry, looked up): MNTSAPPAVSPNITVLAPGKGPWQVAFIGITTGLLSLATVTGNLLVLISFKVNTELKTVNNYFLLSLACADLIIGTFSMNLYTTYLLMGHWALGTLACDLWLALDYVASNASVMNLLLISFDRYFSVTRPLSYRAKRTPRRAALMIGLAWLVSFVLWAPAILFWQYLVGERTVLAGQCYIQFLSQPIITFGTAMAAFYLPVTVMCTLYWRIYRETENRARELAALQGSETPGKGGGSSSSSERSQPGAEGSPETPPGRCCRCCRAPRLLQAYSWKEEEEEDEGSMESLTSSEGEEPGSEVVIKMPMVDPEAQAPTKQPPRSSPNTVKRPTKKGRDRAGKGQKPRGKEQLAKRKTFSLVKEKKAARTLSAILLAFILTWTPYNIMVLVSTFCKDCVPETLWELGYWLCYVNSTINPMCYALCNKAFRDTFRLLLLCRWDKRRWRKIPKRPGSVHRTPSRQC
OXTR potentiator: human OXTR potentiation | AID 2445 | 320,000 compounds, 0.061% hits | P30559 | activation, % at 3 µM | CHO-OTR cells, Fluo-8 calcium fluorescence, potentiator mode; 0% = oxytocin EC15, 100% = EC100;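 active means activation above that plate's cutoff, the mean activation of tested compounds plus 3 SD, cut at about 6.6% in these data, passing the limit was not always enough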;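 further: 100% uses oxytocin at 75 nM as the full agonist control; some results filed as inactive read as strong as hits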
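Assay system: CHO cell line stably expressing human OTR | Also added: Oxytocin at about EC15, sub-maximal agonist stimulus | Times: Compound 6 min at room temperature before oxytocin, 100 s read | Measured by: Fluo-8 intracellular calcium fluorescence, ex 470-495, em 515-575 nm | Controls: EC15 oxytocin alone as 0%, 75 nM oxytocin as 100%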
Numbers without * were called inactive; x = not tested or not shown. Random draw from the library; any-hit rate near 3.3%.

structure,OXTR potentiator,V1aR counter,CHO-K1 Ca antag,CHO parental Ca,TAAR1 antag,M1 PAM parental,TAAR1 agonist,M1 ag,M1 ag parental
CCOc1ccc(CCN2C(=O)C(=O)N([C@@H](CC(C)C)CN3CCC[C@H]3CN3C(=O)C(=O)NC[C@@H]3Cc3ccccc3)C[C@@H]2Cc2ccc(O)cc2)cc1,x,x,-3,x,-2,2,-1,x,-0.1
CC(=O)NC(Cc1c[nH]c2ccccc12)C(=O)Nc1ccc2c(c1)OCO2 (configuration not stated),0,0.4,-4,-8,12,20,4,-1,0.3
O=C(NCc1ccccc1)c1cc(C2CCCN(C(=O)C3CCCCC3)C2)on1 (configuration not stated),x,x,18,x,-7,-11,1,-4,-0.5
C#CCNC(=O)C1=C[C@@H](c2ccc3c(c2)OCO3)C[C@@H](OCc2ccc(CO)cc2)O1,-11,0.2,-8,-1,10,15,10,-6,0.3
CCCCNC(=O)CCNS(=O)(=O)c1ccc(Br)cc1,5,-0.7,-8,-16,12,-9,-2,-1,-0.4
COCCCNC(=O)Cn1cnc2sc(C)c(S(=O)(=O)N3CCN(c4ncccn4)CC3)c2c1=O,-4,0.9,2,-13,-15,7,0,-7,0.7
Cc1ccc(N2C(=O)CC(Nc3ccc(Cl)c(S(=O)(=O)N(C)C)c3)C2=O)c(C)c1 (configuration not stated),-12,1.5,-19,-28,-3,16,6,-4,4.6
Cc1ccc(C(=O)Nc2ccc3c(c2)CCC3)o1,-1,-0.7,-20,-11,20,15,8,-6,-0.6
Cc1cc(C)nc(N(C#N)S(=O)(=O)c2ccccc2Cl)n1,-13,-0.1,-11,3,-2,21,7,-2,0.4
Cc1cccc(OCCSc2nc3c([nH]2)c(=N)ncn3Cc2ccccc2)c1,-9,3.1,0,22,56*,13,19,4,3.2
Cc1ccc(NC(=O)COc2ccccc2)c(NC(=O)c2ccco2)c1,-1,0.5,-8,7,-8,12,1,-2,2.7
CCOc1ccccc1NC(=O)COC(=O)CNS(=O)(=O)c1ccc(C)cc1,-7,0.9,-1,-11,6,-8,2,-5,0.9
c1cnc(Sc2ccc3nnnn3n2)nc1,-24,0.7,-5,8,6,3,0,-4,4.0
CCN(Cc1ccncc1)C(=S)Nc1ccc(Cl)cc1,-7,1.8,-11,-3,-21,4,2,1,5.9
CCn1c(SCC(=O)Nc2ccc(C)cc2)nnc1-c1ccccn1,-15,0.7,-15,-17,0,6,5,-2,0.4
COc1ccc(C2Nc3ccccc3C(=O)N2O)cc1OC (configuration not stated),-6,0.5,4,4,-5,0,7,-2,0.3
CC1=C(C)[N+](=O)C2(O)CCCCC2(C)N1[O-] (configuration not stated),-7,-0.3,-8,-4,1,17,9,-2,0.7
COc1cccc2cc(C(=O)OCC(=O)N3CC(C)OC(C)C3)c(=O)oc12 (configuration not stated),-5,15,9,-11,2,-13,0,-1,-0.8
CC(NC(=O)Nc1nnc(C(F)(F)F)s1)(C(F)(F)F)C(F)(F)F,-11,9.0,23,60*,2,-3,8,7,7.9
O=c1[nH]c(N/N=C/c2ccc(O)cc2)nc2ccccc12,3,-0.9,-6,-9,-5,12,9,-8,0.6

Full records, looked up by structure:
Shown for C#CCNC(=O)C1=C[C@@H](c2ccc3c(c2)OCO3)C[C@@H](OCc2ccc(CO)cc2)O1 : OXTR potentiator = -11; V1aR counter = 0.2; CHO-K1 Ca antag = -8; CHO parental Ca = -1; TAAR1 antag = 10; M1 PAM parental = 15; TAAR1 agonist = 10; M1 ag = -6; M1 ag parental = 0.3
Shown for Cc1ccc(N2C(=O)CC(Nc3ccc(Cl)c(S(=O)(=O)N(C)C)c3)C2=O)c(C)c1 (configuration not stated) : OXTR potentiator = -12; V1aR counter = 1.5; CHO-K1 Ca antag = -19; CHO parental Ca = -28; TAAR1 antag = -3; M1 PAM parental = 16; TAAR1 agonist = 6; M1 ag = -4; M1 ag parental = 4.6

Further results.
structure,OXTR potentiator,V1aR counter,CHO-K1 Ca antag,CHO parental Ca,TAAR1 antag,M1 PAM parental,TAAR1 agonist,M1 ag,M1 ag parental
COc1ccc(S(=O)(=O)Nc2cccc3c2O[C@H](CN(C)Cc2ccc(Cl)c(Cl)c2)[C@@H](C)CN([C@H](C)CO)C3=O)cc1,-3,2.8,-9,-26,4,6,21,-2,2.7
CC(=O)Oc1ccc2cc(-c3cccnc3)c(=O)oc2c1,x,x,8,x,-10,-4,1,-3,0.2
COCCNC(=O)CN1C(=O)CSc2ccc(S(=O)(=O)N3CCOCC3)cc21,6,0.2,-7,2,-5,23,2,-3,0.1
CCOC(=O)c1sc(NC(=O)c2ccc(S(=O)(=O)N3CCOCC3)cc2)nc1-c1ccccc1,-10,0.3,-4,-12,0,20,16,3,0.1
Cc1oc(C)c2c(=O)ccc3c(c12)OC(N)=C(C#N)C3c1ccc(F)cc1 (configuration not stated),-11,4.2,-1,3,11,10,16,2,6.6
O=[N+]([O-])c1cccc(S(=O)(=O)NCCCn2ccnc2)c1,-3,4.4,16,-6,2,-17,2,-10,-0.7
O=C1CCC[C@@H]2CC(Nc3ccc(F)cc3F)C[C@@H]3CCN1[C@H]23 (some centres not stated),x,x,-10,-18,-26,11,4,8,0.7
Cc1ccc(CCC(=O)Nc2ccc(S(N)(=O)=O)cc2)o1,-10,0.1,0,-6,3,14,1,-2,0.5
CC(C)C(C(=O)NCc1ccco1)N(Cc1ccco1)C(=O)CNS(=O)(=O)c1ccccc1 (configuration not stated),-8,-0.8,-3,-24,-4,4,3,-6,1.6
Cc1onc(-c2c(F)cccc2Cl)c1C(=O)Nc1cc(S(=O)(=O)N2CCCCC2)ccc1O,x,x,26*,x,20,-19,13,-3,3.8
Cn1c(=O)c(=O)n(C)c2cc(S(=O)(=O)N3CCc4ccccc43)ccc21,6,1.0,11,-9,9,-8,11,-4,0.1
Cc1cc2c(C)nc(N/N=C/c3ccc(F)cc3)nc2o1,-2,-0.3,-7,-13,0,22,0,-7,1.1
O=C(NNC(=O)[C@@H]1CCCC[C@@H]1C(=O)O)c1cccs1,-14,-0.5,1,0,-2,-2,3,-3,-0.5
OCCCNc1cc(-c2ccccc2)nc2cc(-c3ccc(F)cc3)nn12,-9,-0.8,-4,-23,24,7,1,-3,0.9
CCOc1ccccc1NC(=O)C(C)SCc1ccccc1 (configuration not stated),6,-1.6,-13,-24,7,32,8,-2,0.4
CN(Cc1ccccc1)S(=O)(=O)c1cc2c3c(c1)CCN3C(=O)CC2,2,1.1,3,-16,1,-10,6,-3,2.4
CC(C)C[C@H]1CNC(=S)N1CC1CCN(CCCCc2ccccc2)CC1,x,x,-1,x,-8,-7,1,-11,0.5
CCCCNC(=O)C1CCC(CNS(=O)(=O)c2ccc(C)cc2)CC1 (configuration not stated),-5,0.6,-4,-7,5,10,5,-3,4.9
CN(Cc1ccc(-n2cccn2)cc1)C(=O)c1cnn2c1NC(c1ccco1)CC2C(F)(F)F (configuration not stated),x,x,-1,x,38,0,10,-4,1.2
O=C1C(=O)N(CCS(=O)(=O)c2ccccc2)c2ccccc21,-3,0.8,-13,-14,-39,13,5,7,1.2

Following part:
structure,OXTR potentiator,V1aR counter,CHO-K1 Ca antag,CHO parental Ca,TAAR1 antag,M1 PAM parental,TAAR1 agonist,M1 ag,M1 ag parental
Nc1c(-c2cccc(Cl)c2)cnn1-c1ccccc1,-7,0.9,-15,-6,16,-15,-1,-5,5.2
COc1ccc(N2CC(C(=O)Nc3ccc4c(c3)OCO4)CC2=O)cc1 (configuration not stated),-3,-0.6,2,-5,4,0,1,-1,-0.4
COc1ccc2nc(NC(=O)CSc3nc(C)cc(C)n3)sc2c1,-22,5.0,-10,-24,11,15,6,-1,2.8
COCCN(C(=O)COC(=O)c1ccc(C=O)cc1)c1c(N)n(Cc2ccccc2)c(=O)[nH]c1=O,-4,0.8,21,9,-3,-25,0,-2,0.1
Cc1cc(Cl)ccc1NNC(=O)c1c(C)noc1C,-1,-1.8,2,0,-37,-3,2,-2,0.2
O=C(Nc1cccc(Cl)c1)NC1CC2CCC1C2 (configuration not stated),-13,4.6,15,-2,6,-7,5,-2,11
COc1ccc(NC(=O)CCc2ccc(OC)c(OC)c2)cn1,-5,-0.2,4,-9,-28,4,9,-1,0.5
CCCCN(C)C(=O)c1cn(C)c2ccc(S(=O)(=O)N(C)C)cc2c1=O,-2,0.6,8,-7,-5,4,1,2,-0.8
CC1=Nc2cc(C(=O)NCCN3CCOCC3)ccc2Sc2c(C)ccc(C)c21,-4,1.9,-14,-27,-21,18,-4,-6,0.1
CN(C(=O)CSc1nnc(NC2CCCCC2)s1)C1CCS(=O)(=O)C1 (configuration not stated),-2,-0.6,-5,-6,2,21,3,-5,0.3
O=C(Cc1cccc(C(F)(F)F)c1)Nc1ccccc1N1CCCC1,-2,-1.1,5,-19,-2,-19,-2,-4,-0.9
O=C(NC(=S)Nc1ccccc1Cl)c1cncc(C#Cc2ccccc2)c1,3,0.8,12,-4,-13,-13,2,-2,0.0
NC(=O)COC(=O)c1sc2cc(F)ccc2c1Cl,-11,1.5,-11,-8,-7,20,1,-5,3.2
Cc1c(NS(=O)(=O)N2CCCCC2)c(=O)n(-c2ccccc2)n1C,1,0.0,16,-8,-5,-16,18,1,-0.1
CSCC[C@H](NC(=O)[C@H]1N2C(=O)c3ccccc3C2SC1(C)C)C(=O)NCc1ccncc1 (some centres not stated),0,1.3,-15,-22,-1,17,1,-3,2.3
COc1ccc(C(=O)/C=C/c2ccccc2F)c(OC(=O)c2ccc([N+](=O)[O-])cc2)c1,-4,0.8,-2,-7,-2,4,3,-2,0.2
CC(NC(=O)CN(Cc1ccccc1)S(=O)(=O)c1ccccc1)c1cccnc1 (configuration not stated),1,0.3,5,-30,11,-18,24,3,1.1
FC(F)(F)c1cnc(C(c2ccccn2)c2ncn[nH]2)c(Cl)c1 (configuration not stated),-7,1.4,-7,0,5,12,2,-6,0.0
O=c1[nH]c2c(=O)[nH]cnc2nc1-c1ccccc1,0,0.7,-3,-6,-4,4,3,-3,0.4
Clc1ccccc1OCCN1CCCCC1,-3,1.2,-15,-4,-33,21,1,-12,1.1
CCC1Oc2ccc(C)cc2N(CC(=O)N(Cc2cccnc2)Cc2ccc(C)o2)C1=O (configuration not stated),-1,-0.6,-15,-31,37,5,7,-10,4.0
